# Pemphigus Ab inh: inhibitors of pemphigus antibody binding to human desmoglein-3. DSG3-coupled beads, scFv-anti-DSG3-GFP binding, flow cytometry; hits give low values. binding (percent of control), % at 10 µM. hit rate 0.48% among 310,000;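 active = binding more than 3 SD below its plate's average and above zero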;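 note: hits lower antibody fragment binding to DSG3; some compounds called inactive have numbers as strong as hits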
# PKA-R2B act: PKA-R2B complex activation; P22694+P31323; activation, % at 11.4 µM; hit rate 0.079% among 340,000; PKA-R2B holoenzyme dissociation, Cy5-IP20 fluorescence polarization; R2B truncated from residue 108, S112A mutant; 0% DMSO only, 100% 113 µM cGMP;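 active = activation above a cutoff set at the mean over all compounds plus 3 SD, cut at about 18% in these data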;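 note: higher means more holoenzyme dissociation and a rise in polarization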
# DAGLB inhibitor: blocks human DAGLB lipase activity; hit rate 0.059% among 340,000; HEK293T DAGLB membrane lysate, EnzChek fluorogenic substrate; inhibition, % at 5.17 µM; AID 504411; Q8NCG7; in the data active = inhibition above about 34%;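 note: 0% = enzyme with vehicle and 100% = wells lacking enzyme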
# Target sequence (Q8NCG7 whole entry, looked up): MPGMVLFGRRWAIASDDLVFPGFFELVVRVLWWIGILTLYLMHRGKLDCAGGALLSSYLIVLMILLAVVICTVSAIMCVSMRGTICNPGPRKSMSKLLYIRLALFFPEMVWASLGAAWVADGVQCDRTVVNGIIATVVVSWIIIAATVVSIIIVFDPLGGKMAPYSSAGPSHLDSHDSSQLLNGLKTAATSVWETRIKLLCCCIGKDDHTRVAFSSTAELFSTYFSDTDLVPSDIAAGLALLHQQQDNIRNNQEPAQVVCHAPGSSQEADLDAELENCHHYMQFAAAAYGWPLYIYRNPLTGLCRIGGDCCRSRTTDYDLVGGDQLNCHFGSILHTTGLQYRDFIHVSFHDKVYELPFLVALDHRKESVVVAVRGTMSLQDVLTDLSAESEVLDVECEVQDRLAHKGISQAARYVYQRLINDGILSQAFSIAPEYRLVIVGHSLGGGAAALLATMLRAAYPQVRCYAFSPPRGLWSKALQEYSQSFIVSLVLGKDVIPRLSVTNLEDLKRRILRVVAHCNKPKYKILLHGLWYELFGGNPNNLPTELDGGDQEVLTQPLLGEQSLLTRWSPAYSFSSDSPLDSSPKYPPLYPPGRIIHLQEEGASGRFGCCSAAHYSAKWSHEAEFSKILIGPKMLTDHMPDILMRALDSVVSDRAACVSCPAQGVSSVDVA
# Arrestin-AP2 inh: human beta-arrestin and AP2 interaction inhibition | FITC-arrestin peptide / GST-AP2 beads, flow cytometry; AP2 beta2 appendage carries R879A mutation | inhibition, % at 10 µM | hit rate 0.31% among 340,000;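 active = inhibition above a set limit, near 3 SD of compounds lacking own fluorescence, cut at about 54% in these data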;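 note: plate controls were DMSO wells for no effect and 5 µM unlabelled arrestin peptide for full effect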
#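 System: GST-AP2 R879A bound to glutathione beads, E. coli-expressed. Also added: 50 nM FITC-arrestin peptide. Schedule: compound with beads 12 min RT, then probe 1 h RT. Signal: bead flow cytometry, FITC channel. Read-out basis: percent response.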
# PKA-R1A act: activates the PKA-R1A holoenzyme complex | P00514+P68181 | PKA-R1A dissociation, Cy5-IP20 fluorescence polarization; scaled: DMSO 0%, 113 µM cGMP 100% | activation, % at 11.4 µM | hit rate 0.083% among 340,000;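 active = percent activation above the mean of all tested compounds plus 3 SD, cut at about 19% in these data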;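 note: higher means more PKAc released from R1A so a rise in polarization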
# OPRM1-OPRD1 inv: inverse agonist of human OPRM1-OPRD1 heterodimerization; hit rate 0.21% among 340,000; inhibition, % at 9.3 µM; cell-based MOR-DOR heterodimer luminescence, inverse agonism; P35372+P41143; in the data active = inhibition above about 22%, passing the limit was not always enough;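 note: 0% = cells with DMSO and 100% = wells without cells with DMSO; values of inactives mirror those of a sister screen read the other way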
# V-ATPase pHluor: alters yeast V-ATPase proton transport; S. cerevisiae, pHLuorin cytosolic pH fluorescence; response, % at 10 µM; hit rate 0.37% among 350,000; AID 504577; in the data active = response mostly above about 7.3%, no sharp cut-off; inactive = mostly below about 5.4%; note: actives read high; inactives centre near 0; some compounds called inactive have numbers as strong as hits; reference of the scale not given here
# HTR5A inv ctr: inverse agonist of human HTR5A in OPRM1-OPRD1 counter-screen; inhibition, % at 9.3 µM; HTR5A cell line, luminescence, inverse agonism; P47898; hit rate 0.083% among 340,000; AID 504634; in the data active = inhibition mostly above about 23%, no sharp cut-off; inactive = mostly below about 18%;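 note: 0% = cells with DMSO and 100% = no-cell wells with DMSO; some compounds called inactive have numbers as strong as hits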
# Target sequence (P47898 whole entry, looked up): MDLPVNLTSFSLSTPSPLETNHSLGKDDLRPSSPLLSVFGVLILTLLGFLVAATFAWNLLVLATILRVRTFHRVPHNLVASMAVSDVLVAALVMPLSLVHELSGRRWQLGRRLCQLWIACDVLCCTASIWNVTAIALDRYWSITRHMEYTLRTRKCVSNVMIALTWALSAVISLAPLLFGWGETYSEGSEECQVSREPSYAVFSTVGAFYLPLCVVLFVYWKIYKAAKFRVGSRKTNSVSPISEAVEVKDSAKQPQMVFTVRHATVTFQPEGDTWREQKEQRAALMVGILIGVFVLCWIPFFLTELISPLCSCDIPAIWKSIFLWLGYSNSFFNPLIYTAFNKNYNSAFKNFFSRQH
# OPRM1-OPRD1 ag: agonists of human mu-delta opioid receptor heterodimerization; hit rate 0.3% among 340,000; activation, % at 9.3 µM; P35372+P41143; cells, OPRM1-OPRD1 heterodimerization, luminescence; in the data active = activation above about 18%;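 note: 0% = vehicle-treated cells and 100% = reference agonist; values of inactives mirror those of a sister screen read the other way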
# HTR5A ag ctr: HTR5A agonism, opioid heterodimer counter-screen; P47898; HTR5A agonist assay, luminescence, cell-based; activation, % at 9.3 µM; hit rate 0.61% among 340,000; in the data active = activation mostly above about 9.5%, no sharp cut-off; inactive = mostly below about 7.6%;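 note: 0% = cells with vehicle only and 100% = reference agonist; strong numbers were not always called active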
# An asterisk follows results filed as active; / = not tested or not shown.
SMILES	Pemphigus Ab inh	PKA-R2B act	DAGLB inhibitor	Arrestin-AP2 inh	PKA-R1A act	OPRM1-OPRD1 inv	V-ATPase pHluor	HTR5A inv ctr	OPRM1-OPRD1 ag	HTR5A ag ctr
CCC(=O)N1CCc2cc(S(=O)(=O)NCCC(=O)NC3CCCc4ccccc43)ccc21 (configuration not stated)	103	12	-1	3	-13	-6	1	19	1.1	0
COCn1c(=O)c2c(nc(SC3=NCCS3)n2Cc2ccccc2C)n(COC)c1=O	103	-5	0	2	15	-10	-1	-22	1.6	8
O=C(COC(=O)/C=C/c1ccccc1Cl)NCCc1ccc(Cl)cc1Cl	100	-7	-4	-2	0	-29	-1	15	4.3	0
CC(C)CCNC(=O)c1c[nH]c2ccc(S(=O)(=O)N3CCOCC3)cc2c1=O	100	10	-2	2	-6	2	-1	-41	-0.3	4
O=C1CC(=O)N(CCc2ccc(F)cc2)C(=O)N1	103	11	12	2	-22	15	-5	19	-3.6	3
CCCN(CC(=O)Nc1ccccc1C)C(=O)c1ccc(OCC(=O)N2CCOCC2)c(OCC)c1	/	3	-2	3	0	11	2	-17	-2.8	6
COc1cccc(Nc2nc(N)nc(CCl)n2)c1	102	-5	0	0	-3	7	-1	-1	-1.4	2
Cc1ccccc1OCc1nc2ccccc2c(=O)n1/N=C/c1cn[nH]c1-c1ccc(Br)cc1	96	-2	-1	9	-5	-10	2	19	1.4	-3
CN(C1CCS(=O)(=O)C1)S(=O)C12CC3CC(CC(C3)C1)C2 (configuration not stated)	80	5	0	-5	-9	5	-2	-7	-0.8	3
CCC(Oc1ccc(C)cc1)C(=O)Nc1ccc(S(=O)(=O)Nc2nccs2)cc1 (configuration not stated)	/	-9	2	22	-9	0	-3	-17	-0.1	6
O=C(/C=C/c1c[nH]c2ccccc12)c1ccccc1	98	4	1	4	-8	-17	-3	4	3.2	4
N#CCCSCc1ccc2oc(C(=O)O)cc2c1	94	-1	0	2	-10	0	6	19	0.1	-1
Cc1ccc(CN(C(=O)COc2ccc(Br)cc2)C2CCS(=O)(=O)C2)o1 (configuration not stated)	/	-13	-1	-2	-6	13	3	0	-2.5	0
O=C(COC(=O)c1cc(-c2ccco2)nc2ccccc12)NCc1ccc2c(c1)OCO2	103	-8	3	14	1	7	-2	-3	-1.2	1
C/C(=N/OCC(=O)Nc1ccccc1)c1cccs1	111	-3	0	23	3	7	0	-5	-1.5	2
CC(C)C(C)(C#N)NC(=O)CN1C(=O)NC2(CCCc3ccccc32)C1=O (configuration not stated)	102	8	2	-12	-2	12	-1	16	-2.4	-7
N/C(=N\OC(=O)Cc1ccc(-c2ccccc2)cc1)c1cccnc1	106	1	-9	14	-5	-17	21	2	3.2	-1
Cc1ccc(-c2cc([C@H]3[C@H]4C=CC[C@@H](C)[C@@H]4C(=O)N3Cc3ccccc3)ccc2F)cc1	104	-16	-12	-3	3	4	5	3	-0.7	11
CCOC(=O)N1CCN(c2nc(-c3ccc(F)cc3)cs2)CC1	99	-8	-10	-9	-10	-40	0	1	7.4	5
O=c1c2ccccc2n2c(-c3ccc(C(F)(F)F)cc3)nnc2n1Cc1ccccc1	/	10	-1	19	-8	0	-4	-3	-0.1	-1
Cc1ccc(-c2nnc(-c3ccncc3)n2-c2ccc(C)cc2)cc1	95	4	1	12	-2	7	-1	8	-1.4	-3
Cc1ccccc1NC(=O)c1oc(=O)c2ccccc2c1-c1ccccc1	79	5	-4	0	-3	6	-2	8	-1.2	-1
O=C(NCC1CCCO1)c1sc2ccccc2c1Cl (configuration not stated)	92	-7	-6	28	-15	11	-3	-5	-2.1	4
O=C(NCCOc1ccccc1)C1CCN(C(=O)Nc2ccccc2)CC1	97	-7	1	/	0	/	0	/	/	/
O=C(CNC(=O)c1cccc(F)c1)OCc1cc(=O)n2cc(Br)ccc2n1	86	7	2	-2	8	3	2	6	-0.7	1
O=C(OCC(=O)N(C1CCCCC1)C1CCCCC1)c1cnccn1	102	-7	-6	3	-9	5	-1	-10	-0.9	-2
O=C1C=C(c2cc3ccccc3s2)CCC1	101	-6	-7	49	6	0	6	6	0.0	-1
COc1cccc(CC(NC(C)=O)C(=O)NC2CCN(C(=O)C3CC3)CC2)c1OC (configuration not stated)	103	-8	1	-5	1	2	6	4	-0.4	-1
CCCCC(=O)N1C/C=C\C(c2ccc(OC)cc2)N(Cc2ccc(F)cc2)C(=O)C1 (configuration not stated)	103	1	-3	-6	6	18	0	2	-3.4	-1
COc1ccc(-c2noc(CCC(=O)Nc3cccc(C(=O)NC4CC4)c3)n2)cc1OC	98	9	-2	/	7	/	-2	/	/	/
Cn1c(=O)c2c(nc(SCC(=O)OCc3ccccc3)n2C)n(C)c1=O	119	5	5	-7	-5	16	1	-17	-3.5	-4
Cc1ccc(CNC(=O)COC(=O)[C@@H]2CC(O)CN2S(=O)(=O)c2ccc3c(c2)OCCO3)cc1 (some centres not stated)	100	-9	-2	41	4	4	0	-35	-0.8	4
Cn1cccc1/C=C(/C#N)C(N)=S	105	2	2	-10	-4	37*	3	2	-6.9	-4
COc1c(F)c(F)c(C(=O)Nc2ccc(NC(=O)c3ccco3)cc2)c(F)c1F	/	-2	0	-8	-7	-7	6	-6	1.6	-3
O=C(NCC(c1cccs1)N1CCOCC1)c1ccco1 (configuration not stated)	100	-6	-1	28	4	12	-2	13	-2.9	-5
CN(C[C@H](Cc1ccccc1)N(C[C@H](Cc1ccccc1)N(CCC(C)(C)C)N=O)N=O)N=O	102	-7	-9	0	-1	-8	2	-8	1.4	7
CCCOc1ccc2oc(=O)c3c(c2c1)CCCN3C(=O)CN1CCc2ccccc2C1	119	-1	-6	0	4	-25	7	-3	5.4	9
CC(C)C(=O)Nc1cc2c(cc1C(=O)c1ccccc1)OCCO2	/	-6	-1	4	-6	14	/	10	-3.4	-4
C[C@H]1CN([C@@H](C)CO)C(=O)c2cccc(NC(=O)C3CC3)c2O[C@H]1CN(C)Cc1ccc(C(F)(F)F)cc1	98	-2	0	1	4	5	-1	-29	-0.8	10
CC(=O)N1CCN(C(=S)c2ccc(N(C)C)cc2)CC1	102	12	1	-9	8	10	1	9	-1.6	-4
COCCNc1nc(N)c([N+](=O)[O-])c(NC2CCCCC2)n1	114	-5	-7	45	3	3	-1	0	-0.7	0
Cc1ccc(NC2=C(Cl)C(=O)OC2OC(=O)c2ccco2)cc1 (configuration not stated)	103	-9	21	-6	-5	0	2	13	-0.1	4
CC1CCCCC1NC(=O)CSc1ncnc2sccc12 (configuration not stated)	106	12	-2	/	8	/	-1	/	/	/
COCCN(C(=O)CSc1n[nH]c(-c2ccccc2)n1)c1c(N)n(CC(C)C)c(=O)[nH]c1=O	102	-2	-2	2	-1	0	2	8	0.0	-3
COc1ccc(C(CNC(=O)c2ccc(NS(=O)(=O)c3cccc([N+](=O)[O-])c3)cc2)N2CCOCC2)cc1 (configuration not stated)	106	-21	0	-6	5	17	2	12	-3.1	4
CCOc1ccc(-c2cc(CCCC(=O)N3CCN(c4ccc(OC)cc4)CC3)no2)cc1	114	-12	-1	2	-20	4	2	-27	-0.6	0
CCOC(=O)N1CCC(NC(=O)CCS(=O)(=O)c2ccc3c(c2)CCN3C(C)=O)CC1	108	-9	-2	20	-5	-1	-10	-14	0.2	0
O=C(c1cc(-c2ccncc2)nc2ccc(Br)cc12)N1CCN(c2ccccn2)CC1	/	0	1	-7	3	-6	1	6	1.3	5
O=C(O)c1ccc(COc2ccccc2/C=C2\NC(=O)N(Cc3ccccc3)C2=O)cc1	104	-6	4	35	1	16	0	1	-2.8	0
O=C(NCCCN1CCOCC1)c1cc2c([nH]c3ccccc32)c(-c2cccc(Br)c2)n1	111	-1	-3	22	-4	7	-3	-16	-1.3	-4
O=C(COc1ccccc1Cl)Nc1ccc(N2CCN(C(=O)c3ccccc3)CC2)cc1	114	5	1	36	0	-2	-1	-31	0.3	2
C=CCn1c(-c2cccs2)nc2ccccc21	100	-2	-3	1	1	12	4	10	-2.9	-3
COc1ccc(OCCC(=O)OCC(=O)NCc2ccc(F)cc2)cc1	105	-2	-1	3	-4	7	-1	32	-1.4	-4
CC(CN1CCOCC1)OC(=O)C(C)(c1ccccc1)c1ccccc1 (configuration not stated)	/	-9	-3	22	1	-32	2	5	5.5	-2
CNc1nc(SC)nc(N2CCOCC2)n1	93	2	0	2	7	9	3	-3	-1.5	4
CC1CCN(C(=O)CN(C2CCCCC2)S(C)(=O)=O)CC1	105	6	1	7	-3	7	-2	-5	-1.3	-2
O=C(CSc1nnc(-c2cccc(S(=O)(=O)N3CCCC3)c2)n1-c1ccccc1)Nc1cccc(C(=O)O)c1	89	-8	1	-10	-2	5	0	13	-0.9	1
CCOc1cccc2sc(NC(=O)c3ccc(Br)s3)nc12	113	0	-4	-7	0	0	-2	-19	0.1	7
Cc1cccc(NC(=O)c2c(-c3ccccc3)noc2C)n1	103	-6	0	-24	1	4	3	-9	-0.8	3
O=C1CCCC2=C1C(c1ccccc1O)C1=C(CCCC1=O)O2	102	-7	-5	20	-9	15	0	-9	-2.8	3

# Following part:
SMILES	Pemphigus Ab inh	PKA-R2B act	DAGLB inhibitor	Arrestin-AP2 inh	PKA-R1A act	OPRM1-OPRD1 inv	V-ATPase pHluor	HTR5A inv ctr	OPRM1-OPRD1 ag	HTR5A ag ctr
NC(=O)C1CCN(C(=O)CCC(=O)c2ccc(Br)cc2)CC1	/	9	-2	52	5	13	1	-8	-2.9	3
O=C1CN(C(=O)CNC(=O)c2ccccc2Cl)c2ccccc2N1	101	5	-1	10	1	15	-3	2	-3.0	-1
C=CCc1c(C)nc(-c2ccccc2)nc1N/N=C(\C)c1ccc(N)cc1	125	-2	-7	2	-3	7	1	17	-1.3	6
O=c1[nH]c(NCCO)nnc1Cc1ccccc1	98	-7	-7	27	-4	17	-2	-28	-3.2	-4
O=C1CC(c2ccco2)CC(O)=C1C=NCC1NCCc2ccccc21 (configuration not stated)	215	3	1	1	1	3	3	6	-0.6	5
COc1ccc(/C=N/n2c(-c3ccc(C)cc3)n[nH]c2=S)cc1OC	112	5	-3	13	-2	-1	-1	3	0.2	-11
COc1ccc(C(C)(C)C)cc1NC(=O)COC(=O)c1cc(SC)ccc1Cl	108	-10	-19	13	-4	-3	0	0	0.5	-4

# Nothing new here: 2 of the compounds above.
SMILES	Pemphigus Ab inh	PKA-R2B act	DAGLB inhibitor	Arrestin-AP2 inh	PKA-R1A act	OPRM1-OPRD1 inv	V-ATPase pHluor	HTR5A inv ctr	OPRM1-OPRD1 ag	HTR5A ag ctr
COc1ccc(/C=N/n2c(-c3ccc(C)cc3)n[nH]c2=S)cc1OC	112	5	-3	13	-2	-1	-1	3	0.2	-11
COc1ccc(C(C)(C)C)cc1NC(=O)COC(=O)c1cc(SC)ccc1Cl	108	-10	-19	13	-4	-3	0	0	0.5	-4

# Source: PubChem BioAssay (several laboratories)
